# APEX1 inh: APE1 (human) endonuclease inhibition | P27695 | recombinant APE1, TAMRA/BHQ-2 abasic DNA cleavage fluorescence | Potency, µM (top dose mostly 65.8 µM), for the others: top-dose activity change, negative = inhibition, actives largely listed as inhibitors | 350,000 compounds, 0.35% hits;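 also: potency is read from the fitted curve at half-maximal effect; plate controls were vehicle for no effect and reference inhibitor for full effect; nearly all actives have a fitted effect of over 55% in size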
#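 APE1 at 0.75 nM final was preincubated with compound 15 min at room temperature, then 50 nM double-stranded THF abasic-site substrate (5'-TAMRA/3'-BHQ-2) was added. Fluorescence (ex 525/em 598 nm) was read kinetically; third-minus-first read gave activity.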
# Pol kappa inh: inhibitors of human DNA polymerase kappa; Q9UBT6; purified Pol kappa, fluorescent DNA synthesis assay, 10 min; Potency, µM (top dose mostly 107 µM), inactives show top-dose activity, negative = inhibition, usual class: inhibitors; 400,000 compounds, 0.53% hits; AID 588579; also: potency is read from the fitted curve at half-maximal effect; % is scaled to controls: 0 for no effect and ±100 for the full control effect
# Target sequence (Q9UBT6 whole entry, looked up): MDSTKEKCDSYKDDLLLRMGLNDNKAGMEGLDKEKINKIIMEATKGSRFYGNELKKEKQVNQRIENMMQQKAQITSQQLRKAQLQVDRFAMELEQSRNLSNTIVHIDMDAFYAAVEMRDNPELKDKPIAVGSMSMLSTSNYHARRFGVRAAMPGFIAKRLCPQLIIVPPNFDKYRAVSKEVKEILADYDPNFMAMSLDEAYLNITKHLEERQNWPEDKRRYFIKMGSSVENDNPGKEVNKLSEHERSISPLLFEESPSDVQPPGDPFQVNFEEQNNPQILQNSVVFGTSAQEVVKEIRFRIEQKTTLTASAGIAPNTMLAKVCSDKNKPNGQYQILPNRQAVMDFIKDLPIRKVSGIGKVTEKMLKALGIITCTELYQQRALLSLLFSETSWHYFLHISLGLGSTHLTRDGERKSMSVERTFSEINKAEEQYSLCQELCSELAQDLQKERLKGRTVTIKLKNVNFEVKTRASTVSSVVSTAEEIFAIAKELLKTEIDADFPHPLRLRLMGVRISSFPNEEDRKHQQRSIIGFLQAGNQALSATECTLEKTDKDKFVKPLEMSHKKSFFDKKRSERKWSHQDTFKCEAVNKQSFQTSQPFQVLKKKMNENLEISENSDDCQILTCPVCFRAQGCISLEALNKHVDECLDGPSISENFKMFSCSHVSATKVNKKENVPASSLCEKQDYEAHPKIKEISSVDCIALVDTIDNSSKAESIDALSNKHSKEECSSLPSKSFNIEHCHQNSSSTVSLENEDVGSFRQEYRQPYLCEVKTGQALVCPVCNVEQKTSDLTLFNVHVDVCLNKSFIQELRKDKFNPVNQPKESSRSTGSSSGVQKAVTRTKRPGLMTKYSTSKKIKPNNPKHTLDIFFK
#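 First, compounds were pin-transferred onto 10 nM Pol kappa. After 15 min at room temperature, substrate was added to 50 nM final. Fluorescence was then measured kinetically at 0 and 10 min.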
# POLB inh: DNA polymerase beta (human) inhibition | P06746 | Potency, µM (series often up to 114 µM), for inactives: at the highest dose activity change, negative = inhibition, usual class: inhibitors | Pol beta primer extension/strand displacement, fluorescence kinetic | 340,000 compounds, 1.3% hits; also: potency is read from the fitted curve at half-maximal effect; % is scaled to controls: 0 for no effect and ±100 for the full control effect
#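 Reaction started by 50 nM substrate onto compound-treated Pol beta (10 nM, 15 min preincubation, room temperature); plates read at 0 min and 10 min. Normalized concentration-effect data fitted by four-parameter Hill equation.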
# Pol eta inh: inhibitors of human DNA polymerase eta; Potency, µM (highest dose often 114 µM), without a hit: at the highest dose activity change, negative = inhibition, usual class: inhibitors; recombinant Pol eta, fluorescent DNA replication assay; 390,000 compounds, 1.2% hits; AID 588591; also: potency is read from the fitted curve at half-maximal effect; % is scaled to controls: 0 for no effect and ±100 for the full control effect
#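 Pol eta (10 nM) was preincubated with compounds for 15 min at room temperature, after which fluorescent replication substrate (50 nM final) was added to start the reaction. Fluorescence was read kinetically at 0 and 10 min.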
# BLM helicase inh: blocks DNA unwinding by human BLM helicase; P54132; recombinant BLM DNA unwinding, fluorescence dequenching; Potency, µM (top dose mostly 56.1 µM), inactives show at the highest dose activity change, negative = inhibition, actives largely listed as inhibitors; 350,000 compounds, 0.2% hits; AID 2528;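 also: potency is read from the fitted curve at half-maximal effect; plate controls were vehicle for no effect and no enzyme for full effect; nearly all actives have a fitted effect of over 35% in size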
# Apoferritin bind: binds horse apoferritin like a general anesthetic; P02791; apoferritin/1-aminoanthracene competitive binding, fluorescence; 350,000 compounds, 0.074% hits; Potency, µM (highest dose often 77.5 µM), without a hit: top-dose activity change, negative = displacement, usual class: inhibitors; also: potency is read from the fitted curve at half-maximal effect; % is scaled to controls: 0 for no effect and ±100 for the full control effect; nearly all actives have a fitted effect of over 20% in size
# Target sequence (P02791 2-175 limits assumed): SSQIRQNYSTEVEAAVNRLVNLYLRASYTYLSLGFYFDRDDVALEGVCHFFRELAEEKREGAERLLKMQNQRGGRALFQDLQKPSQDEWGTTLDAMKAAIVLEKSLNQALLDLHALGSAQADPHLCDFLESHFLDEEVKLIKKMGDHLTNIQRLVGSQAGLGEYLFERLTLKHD
#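 Apoferritin-based anesthetic binding model; compound displacement of fluorescent 1-AMA measured as endpoint fluorescence after 10 minutes at room temperature, scaled to free-ligand and complex controls.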
# POLI inh: inhibitors of human DNA polymerase iota | Pol iota fluorescent replication assay, 10 min | Potency, µM (titrated, usually from 115 µM), for inactives: at the top dose activity, negative = inhibition, most hits filed as inhibitors | 390,000 compounds, 1% hits; also: potency is read from the fitted curve at half-maximal effect
#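 Pol iota at 10 nM preincubated 15 min with compounds at room temperature; reaction started with fluorescent substrate, 50 nM final. Fluorescence read kinetically at 0 and 10 min; buffer-only wells as negative control.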
# Glioma ERSR ind: induces the endoplasmic reticulum stress response in human glioma cells. U87-MG GRP78 promoter luciferase reporter, 16 h. 420,000 compounds, 0.02% hits. Potency, µM, without a hit: at the highest dose activation, usual class: activators; also: potency is read from the fitted curve at half-maximal effect; series mostly up to about 76 µM; % of control where 0% means no effect; nearly all actives have a fitted effect of over 35% in size
#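 Stably transfected U87-MG human glioma cells carrying a GRP78-based luminescent sensor were seeded at 1000 cells/well, pin-dosed with compounds and incubated 16 h. Luciferase reagent was then added, and end-point luminescence was read after 10 min at room temperature.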
# LDHA inh: inhibitors of human lactate dehydrogenase A; purified LDHA, NADH/diaphorase-resazurin fluorescence; active compounds read low; activity change, % (values are at about 110 or 230 µM); 480,000 compounds, 0.15% hits; in the data active = activity change below about -30%; inconclusive = mostly about -25% to -30%;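 also: plate controls were DMSO wells for no effect and wells without enzyme for full effect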
#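 Resorufin fluorescence (ex540/em590), read at 0 and 20 min after diaphorase/resazurin addition, reports the NADH left after a 5 min room-temperature reaction of 2 nM human LDH5 with 0.06 mM NADH and 0.2 mM pyruvate.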
# Active calls of the source: *; ? = inconclusive; . = no result given; & = joins results of further samples; [ ] = dose if it differs, or a comment. Unless noted, calls follow the shape of the dose curve; as a rule, active = well fitted curve in the direction sought with a large enough effect; inconclusive = small, poorly fitted or top-dose-only effect, or another doubt; inactive = no such curve, though single readings can be large; an effect the other way counts as inactive or inconclusive. Only part of the results is shown. The share of hits here may be higher or lower than overall.
Molecule	APEX1 inh	Pol kappa inh	POLB inh	Pol eta inh	BLM helicase inh	Apoferritin bind	POLI inh	Glioma ERSR ind	LDHA inh
COCCCn1c(C(=O)NCCN2CCOCC2)cc2c(=O)n3ccccc3nc21	22.2%	-13.6%	-0.1%	-3.1%	-8.8%	-17.9%	10.1%	-4.9%	-2.8
O=[N+]([O-])c1cnc(Nc2ccc(Cl)cn2)c([N+](=O)[O-])c1	1.8%	-10.2%	18.0%	-13.6%	1.0%	-9.1%	11.9%	-2.1%	-6.2
O=C(CN1CCN(c2ccccn2)CC1)Nc1ccccc1Br	-9.7%	-4.9%	0.0%	-15.7%	-9.3%	-10.5%	-2.0%	-2.3%	-3.8
CCCCn1c(N)c(C(=S)NC(=O)CC(C)C)c(=O)n(C)c1=O	3.1%	-17.8%	5.0%	-16.1%	4.3%	-2.9%	40.4%[activator]	-2.3%	-4.6
COc1ccc([N+](=O)[O-])cc1NCc1cccc([N+](=O)[O-])c1	11.8%	-20.8%	0.6%	-7.8%	-12.6%	-23.9%	17.0%	-1.6%	-4.0
Cc1ccc(/C=N/NC(=O)c2csc3c2CCCC3)cc1	11.1%	-12.8%	36.9%	-12.3%	-8.5%	-16.8%	4.6%	1.7%	-1.1
Cc1ccc(C(=O)N2CCOCC2)cc1Cl	18.9%	1.9%	0.6%	-2.9%	0.1%	-2.5%	4.9%	-2.9%	2.1
Cc1cccc(-c2noc(-c3ccno3)n2)c1	-1.2%	9.8%	3.6%	-13.8%	-2.7%	-21.0%	-12.4%	4.5%	-0.6
COc1ccccc1NC(=O)Nc1nc(CC(=O)NCc2ccc(F)cc2)cs1	-11.4%	-34.8%	.	-12.0%	.	.	?	-1.7%	-11.3
COC(=O)C1=CN(Cc2ccc(OC)c(OC)c2)C=C(C(=O)OC)C1c1ccccc1F	-5.0%	-16.8%	-24.8%	-27.7%	-7.6%	225.9%[activator]	12.2%	0.1%	-3.5
O=C(O)C(=O)/C(=C\c1cccc2ccccc12)c1ccc2ccccc2n1	4.0%	-9.5%	-1.7%	?	-2.8%	-12.1%	-4.3%	1.0%	-6.7
CC(C)(C)NC(=O)C(c1ccccc1)N(C(=O)C1CSC(=O)C1)c1ccccc1 (stereo not given)	-2.7%	-7.7%	5.5%	-6.0%	-1.6%	-5.0%	3.8%	-3.1%	-11.1
Cc1ccc(O)c(NC(=O)c2cc([N+](=O)[O-])ccc2Cl)c1	-1.9%	-6.1%	3.9%	-9.8%	-20.6%	-14.9%	40.4%[activator]	0.8%	-4.9
Cc1ccc(CN2CCN(C3CCN(S(=O)(=O)N(C)C)CC3)C(=O)C2=O)cc1	.	-3.9%	1.5%	-18.9%	-0.2%	1.1%	26.0%	-0.2%	-14.5
Cc1cc(SCC(=O)OCC(=O)NC(C)c2ccccc2)c(C)cc1Br (stereo not given)	-6.4%	-16.9%	6.3%	?	-11.7%	-10.0%	?	-3.2%	3.0
O=C(NCCN1CCOCC1)c1ccc2c(c1)ncn2C1CCCC1	?	-8.0%	-23.5%	-12.5%	0.7%	3.3%	8.8%	-1.2%	-4.7

# The list goes on, overlapping the part above by 4 compounds.
Molecule	APEX1 inh	Pol kappa inh	POLB inh	Pol eta inh	BLM helicase inh	Apoferritin bind	POLI inh	Glioma ERSR ind	LDHA inh
Cc1ccc(O)c(NC(=O)c2cc([N+](=O)[O-])ccc2Cl)c1	-1.9%	-6.1%	3.9%	-9.8%	-20.6%	-14.9%	40.4%[activator]	0.8%	-4.9
Cc1ccc(CN2CCN(C3CCN(S(=O)(=O)N(C)C)CC3)C(=O)C2=O)cc1	.	-3.9%	1.5%	-18.9%	-0.2%	1.1%	26.0%	-0.2%	-14.5
Cc1cc(SCC(=O)OCC(=O)NC(C)c2ccccc2)c(C)cc1Br (stereo not given)	-6.4%	-16.9%	6.3%	?	-11.7%	-10.0%	?	-3.2%	3.0
O=C(NCCN1CCOCC1)c1ccc2c(c1)ncn2C1CCCC1	?	-8.0%	-23.5%	-12.5%	0.7%	3.3%	8.8%	-1.2%	-4.7
Cc1ccc(-n2c3c(c(=O)[nH]c2=O)C(NC(=O)c2ccccc2F)(C(F)(F)F)C(=O)N3)cc1C (stereo not given)	.	6.0%	19.1%	-3.9%	-1.4%	-1.3%	2.2%	-1.4%	-2.6
COCCCn1c(=O)c2ccccc2n(Cc2ccccc2C)c1=O	-20.3%	-4.0%	-22.3%	5.0%	-2.5%	-14.2%	111.1%[activator]	-1.1%	-5.6
CCCCc1nnc(NC(=O)C2CCN(c3ncnc4sc(C)c(C)c34)CC2)s1	2.3%	-4.4%	.	-12.9%	.	.	2.9%	-5.4%	-9.2
CC(C)n1c(SCc2ccccc2F)nc2c1c(=O)n(C)c(=O)n2C	-1.8%	1.2%	31.5%	-4.9%	-3.1%	-18.0%	5.9%	2.3%	-1.7
COc1cc(C2C(C#N)=C(SC)NC3=C2C(=O)CCC3)ccc1O (stereo not given)	0.6%	-0.2%	25.9%	-18.9%	-4.4%	2.8%	76.1%[activator]	-6.7%	-7.3
Cc1ccccc1NC(=O)COc1cccc2c1CCNC2=O	6.7%	-4.7%	.	-24.1%	.	.	6.5%	2.0%	-5.4
COC(=O)c1sc(N)c(C(=O)OC)c1CSc1nc2sc3c(c2c(=O)n1C)CCC3	-1.8%	-13.7%	-20.1%	?	-8.6%	-18.8%	-1.9%	-0.5%	-6.0
OCC(O)/C=N/Nc1nc(Nc2ccccc2)nc(Nc2ccccc2)n1 (stereo not given)	15.8%	-5.0%	6.2%	-21.5%	0.2%	-1.4%	54.6%[activator]	0.9%	2.8
O=C(N1CCN(c2ccccc2)CC1)C(F)(F)C(F)F	17.5%	0.0%	13.4%	-16.0%	-2.2%	-6.5%	12.0%	-2.6%	0.8
COc1ccc(-c2onc(C)c2C)cc1S(=O)(=O)N1c2ccccc2CC1C (stereo not given)	.	-9.9%	?	?	-15.1%	-0.3%	13.0%	-1.0%	-5.5
C#CCN1C(=O)C(O)(CC(=O)c2ccc3c(c2)OCCO3)c2ccccc21 (stereo not given)	-2.1%	4.0%	13.9%	-22.4%	1.2%	-13.7%	15.5%	-1.7%	0.0
CC(C)C(=O)Nc1nnc(S(=O)(=O)N2CCCCCC2)s1	-4.5%	-1.1%&9.4%	-1.4%&-3.4%	-7.8%&7.9%	-2.6%&-0.6%	-5.1%&-16.7%	-3.7%&-3.5%	-2.4%&0.7%	-4.6&-2.1
CCOC(=O)c1ccc(NC(=O)CSCCC(=O)O)cc1	4.4%	15.3%	-0.9%	-5.3%	-0.9%	-6.9%	-15.3%	-5.1%	-2.4
Cc1cc(C)cc(N2C(=O)c3nccnc3C2=O)c1	-4.9%	3.6%	2.4%	-12.7%	2.2%	-3.6%	8.6%	-4.5%	-7.5
CC(C)(C)c1ccc(C(=O)Nc2ccc(OCc3cc(=O)n4ccsc4n3)cc2)cc1	.	-8.4%	-0.5%	-16.3%	-6.0%	6.3%	36.6%[activator]	-1.4%	1.0
Cc1cc(Cl)nc(SCC(=O)c2ccccc2)n1	37.9%	-5.2%	8.7%	-9.5%	-4.4%	?	-15.2%	6.7%	-11.8
N=c1sccn1CC(=O)Nc1ccc(Cl)c(S(=O)(=O)N2CCOCC2)c1	-9.0%	-6.4%	13.2%	-4.4%	3.7%	-16.0%	-11.8%	-2.2%	1.3
CN(CC(=O)NCc1cccnc1)S(=O)(=O)c1ccc(F)cc1	16.3%	-11.1%	18.5%	-8.4%	-4.3%	-5.7%	22.2%	-2.2%	-8.9
COc1cccc(NC(=O)CSc2nc3ccccc3c3nc4ccccc4n23)c1	-0.1%	-8.8%	?	-21.5%	-10.6%	-1.6%	20.4%	-3.3%	-3.9
COc1ccc(Nc2c3c(nc4ccccc24)CCC3)cc1Cl	.	-11.4%	19.0%	-11.7%	-12.3%	-3.9%	1.6%	-6.4%	-8.0
O=C(Nc1cccc(O)c1)c1cc(-c2ccc3c(c2)OCO3)on1	-0.9%	8.6%	34.2%	-7.5%	-7.7%	-0.4%	12.1%	-17.5%	-0.4
COC(=O)/C(=C1\Oc2ccc(C(C)(C)C)cc2S1)C(F)(F)F	6.4%	-12.9%	22.7%	-23.4%	1.7%	2.9%	35.4%	-3.4%	-5.0
COc1cccc(NS(=O)(=O)c2ccc3[nH]cc(C(=O)NCCCOC(C)C)c(=O)c3c2)c1	-6.3%	0.7%	-2.0%	?	-4.9%	-17.0%	-3.4%	-4.4%	-5.1
COc1ccc(COC(=O)c2ccc(N3CCCC3=O)cc2)cc1F	-0.9%	-2.0%	5.1%	-2.8%	-3.5%	?	9.1%	-0.9%	4.0
COc1cccc(NC(=O)C2CCN(S(=O)(=O)c3ccc4[nH]c(=O)ccc4c3)CC2)c1	25.8%	-4.7%	-15.3%	4.2%	-1.7%	-6.5%	-31.0%	-2.1%	-8.5
COc1ccc(OCC(O)CNc2ccc(Br)cc2)cc1 (stereo not given)	-1.2%	-20.8%[60.1 µM]	-3.0%	-17.8%	-16.5%	-5.8%	-7.9%	-0.4%	-3.3
CC(NC(=O)c1ccncc1)c1ccc(Br)cc1 (stereo not given)	.	-15.3%	.	-8.2%	.	.	-14.7%	-2.1%	-4.0
COc1ccc(CCNC(=O)Cc2ccc3c(c2)OCO3)cc1OC	4.5%	-7.1%	-0.8%	-1.5%	1.3%	0.4%	144.7%[activator]	-5.8%	-0.8
c1cncc(CN=C2Nc3ccccc3CS2)c1	-5.1%	-12.8%	0.9%	-13.1%	0.3%	?	77.8%[activator]	2.3%	-11.0
COc1ccc(NC(C)C(=O)N/N=C/c2c(O)ccc3ccccc23)cc1 (stereo not given)	10.8%	-4.7%	-1.6%	-19.2%	-5.5%	-8.2%	5.2%	-1.0%	20.2
